NOD1 inhibition: NOD1 signaling inhibitors, primary screen, cell-based, luminescence, uHTS (AID 1578) | NOD1-driven NF-kB luciferase reporter cells, luminescence; higher % means a stronger effect | inhibition, % at 4 µM; hits with a dose series show EC50 in µM | 290,000 tested, 1% active; in the data active = inhibition mostly above about 36%, no sharp cut-off; inactive = mostly below about 34%;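 also: HEK-293T reporter cells stimulated with the NOD1 agonist gamma-tri-DAP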
MT stabilizer: microtubule stabilization, imaging screen; HeLa tubulin immunostaining HCS, 24 h; share of cells brighter than vehicle mean+2SD; % tubulin-high responders, % at 10 µM; 200,000 tested, 0.83% active;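 active = plate Z-score above 3 for both tubulin-high and condensed-nucleus cell shares, with cell loss under 80%, at 10 µM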;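 also: anti alpha tubulin signal scored within the nucleus-defined area of each cell; some results filed as inactive read as strong as hits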
P. falciparum M17LAP: P. falciparum M17LAP inhibitors, primary screen, biochemical, fluorogenic H-Leu-NHMec substrate, 1536-well (AID 1619); recombinant M17LAP, H-Leu-NHMec fluorogenic kinetic assay; higher % means a stronger effect; one-dose inhibition, % at 30 µM; IC50 in µM for titrated hits; 220,000 tested, 0.38% active;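 active = compound inhibiting the enzyme by more than half at any dose during confirmatory dose-response retesting; inconclusive = strong single-dose inhibitors picked by rank but not retested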;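 also: plate controls were full reaction with DMSO carrier for no effect and no enzyme background for full effect; strong numbers were not always called active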
Autophagy mod: alters autophagy in cells; MEF GFP-LC3 puncta imaging; test concentration mostly 10 µM; 190,000 tested, 0.98% active; calls only at 10 µM (by protocol);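 active = percentage of spot-positive cells more than 3 SD above its plate mean, without a fluorescence outlier flag or 80% toxicity; inconclusive = no clear call, values can overlap the other calls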;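 also: spot-positive cell cutoff set from DMSO-treated cells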
Dynein transport: dynein cargo transport inhibition; 220,000 tested, 0.47% active; AID 1381; z-score, hits read low; 3617.4 mouse cells, GR-EGFP nuclear translocation imaging; test concentration mostly 20 µM; stimulated with dexamethasone, 1 µM; hits give low values;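 active = plate z-score of nuclear minus cytoplasmic receptor signal below a set negative limit, without overly bright fluorescence or cell loss, cut at about -3.5 in these data, passing the limit was not always enough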;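 also: z-score of nuclear minus cytoplasmic ring GR-EGFP intensity difference per well; some compounds called inactive have numbers as strong as hits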
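Buffer or medium: tet-free medium with charcoal-stripped serum / Also added: dexamethasone agonist, 1.0 µM final, for 30 min / Timing: induction 48 h, compound 1 h, agonist 30 min / Measured by: high-content fluorescence imaging after fixation / Read-out: nuclear-to-cytoplasmic GR-EGFP distribution per well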
bCat nuc transl: beta-catenin nuclear translocation modulation; HeLa beta-catenin nuclear translocation, immunofluorescence imaging; nuclear translocation activity, % at 5 µM; 190,000 tested, 0.3% active; AID 1665;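 active = nuclear translocation activity above 50% at 5 µM, with a well cell count of 50 or more; inconclusive = wells under 50 cells across six images, flagged as toxic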;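 also: per-cell ratio of nuclear to cytoplasmic median beta-catenin stain intensity; plate controls were DMSO negative control for no effect and GSK-3 inhibitor IX positive control for full effect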
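Test system: human HeLa cell line; Doses: 5 µM primary, 0.02–20 µM confirmation; Incubation: 24 h compound exposure, 37°C; Detection: beta-catenin immunofluorescence imaging with DAPI; Read-out: beta-catenin nuclear/cytoplasmic ratio, % activation.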
Ins promoter up: MIN6 insulin promoter up-regulation; MIN6 insulin promoter-GFP reporter, high-content imaging; hits give high values; z-score at 5 µM; 190,000 tested, 0.3% active;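 active = z-score above 3 at 5 µM with at least 500 cells counted in the well; inconclusive = wells under 500 cells, flagged as cytotoxic or low count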
Yfh1-depleted yeast: enhancers of respiration in Yfh1-depleted yeast, dose response, Friedreich's ataxia, plus single-dose screen (AID 1465). S. cerevisiae Yfh1-off respiration, WST-1 reduction, 72 h; higher fold induction means a stronger effect. one-dose fold induction at 50 µM; EC50 in µM for titrated hits. 220,000 tested, 0.074% active;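 active = fold induction of absorbance versus untreated yeast above a set limit, then at least 30% activation at any dose in follow-up; inconclusive = repeats straddling the limit, or above it without dose testing; inactive = fold induction below the set limit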;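 also: activators that raise dye reduction in frataxin-depleted yeast; strong numbers were not always called active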
HEK293 NOD2/NF-kB: NOD2 signaling inhibitors, cell-based, luminescence, uHTS, HEK293 (AID 1566) | HEK293 NOD2/NF-kB luciferase reporter, luminescence; higher % means a stronger effect | inhibition, % at 4 µM; hits with a dose series show EC50 in µM | 290,000 tested, 0.63% active; in the data active = inhibition above about 50%; also: many of its hits are not listed in these tables
Dynein transport cytoplasmic EGFP: also measured in Dynein transport; calls as there; z-score; measured here: cytoplasmic GR-EGFP intensity; hits give high values
Dynein transport nuclear GR-EGFP: also measured in Dynein transport; calls as there; z-score; measured here: nuclear GR-EGFP intensity;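 lower value marks the stronger effect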
Dynein transport cell count: also measured in Dynein transport; calls as there; z-score; measured here: cell count per field
Ins promoter up cell count: recorded beside Ins promoter up, whose call it bears; cell count; measured here: cytotoxicity, nuclei count;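 total cells summed across four imaged fields per well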
bCat nuc transl cell count 5 µM: further read-out of bCat nuc transl, marked with its call; cell count; measured here: cell count, cytotoxicity flag
MT stabilizer Hoechst-high %: also measured in MT stabilizer; calls as there; % Hoechst-high responders; measured here: nuclear condensation Hoechst responders;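 share of cells brighter than vehicle mean plus two SD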
MT stabilizer cytotoxicity %: further read-out of MT stabilizer, marked with its call; toxicity, %; measured here: cytotoxicity by cell density;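 0% = mean cell density of plate MIN control wells and 100% = no cells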
Autophagy mod cell loss 18 h: recorded beside Autophagy mod, whose call it bears; toxicity, %; measured here: cell loss, nuclei count;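 cell loss after 18 h compound exposure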
* marks the source's active call; other numbers are inactive results; i = inactive; ? = inconclusive; . = no result given.

SMILES	NOD1 inhibition	MT stabilizer	MT stabilizer Hoechst-high %	MT stabilizer cytotoxicity %	P. falciparum M17LAP	Autophagy mod	Autophagy mod cell loss 18 h	Dynein transport	Dynein transport cytoplasmic EGFP	Dynein transport nuclear GR-EGFP	Dynein transport cell count	bCat nuc transl	bCat nuc transl cell count 5 µM	Ins promoter up	Ins promoter up cell count	Yfh1-depleted yeast	HEK293 NOD2/NF-kB
CN1CCN(C(=O)C2=C[C@@H](c3ccc4c(c3)OCO4)C[C@@H](OCc3ccc(CO)cc3)O2)CC1	-2%	1.9	1.0	1.4	2%	i	10	-0.12	-0.3	0.3	0.3	-1.1	1152	1	1346	i	12%
O=C(C(=O)N1CCOCC1)c1c[nH]c2ccccc12	-19%	3.8	2.8	9.3	8%	i	-11	-0.85	-0.37	-0.67	1.8	-0.4	1506	0	1510	i	9%
Cn1cnnc1SC/C(O)=C(\C#N)c1nc2ccccc2[nH]1	-35%	1.3	2.3	7.7	-6%	i	16	0.34	-0.085	0.42	-0.95	1.0	1057	0.61	1656	i	9%
Cc1ccc(/C=C/C(=O)Nc2sc(C)c(C)c2C(=O)OC(C)C)o1	41%	1.9	2.2	0.7	-1%	i	0	-0.32	0.1	0.021	0.3	-1.5	1160	1.4	1517	i	14%
O=C(N1CCN(c2ccc(F)cc2)CC1)C12CC3CC(CC(C3)C1)C2	.	2.9	3.2	3.1	1%	i	7	-0.59	-0.25	0.12	-0.18	-0.8	1337	0.52	1199	i	12%
O=C(CCn1nnc2ccccc2c1=O)N[C@H](C(=O)O)c1ccccc1	-6%	5.5	2.9	6.3	5%	i	-11	2.3	-0.085	0.46	-2	0.8	1114	0.04	1321	i	-7%
CCOc1[nH]n(-c2ccccc2)c(=O)c1C=Nc1ccc(F)cc1F	-35%	7.7	1.5	6.2	2%	i	7	-0.13	0.005	0.0073	0.93	-1.7	1134	-0.48	1211	i	12%
COc1ccc(-c2noc(CCC(=O)Nc3cccc(C)c3)n2)cc1	-8%	4.2	1.8	2.2	11%	i	21	0.34	-0.34	0.078	-0.43	1.5	1081	0.57	1182	i	22%
COC(=O)c1sc2ncccc2c1OCc1cccc(Cl)c1	-26%	0.9	0.8	2.1	11%	i	7	0.026	-0.13	-0.17	0.33	0.4	1456	-0.07	1457	i	-7%
Cn1c(=O)[nH]c(=O)c2c1nc(CN1CCN(c3cccc(Cl)c3)CC1)n2CCc1ccccc1	-13%	3.2	3.6	10.0	-13%	i	2	-0.52	-0.17	0.062	-1.4	-1.0	1054	-0.68	1231	i	12%
CC[n+]1c(/C=C/C=C/N(C(C)=O)c2ccccc2)sc2cc(OC)ccc21	21%	73*	51*	49*	-9%	?	.	-3.8*	0.92*	-2.5*	0.1*	165*	183*	.	.	i	19%
O=c1cc(N2CCN(c3ccccc3Cl)CC2)[nH]c(=O)n1Cc1ccc(F)cc1	2%	.	.	.	3%	.	.	0.07	-0.11	0.66	-0.55	1.4	1332	1.1	970	i	-23%
CCN1C(=O)CS/C1=C(\C#N)S(=O)(=O)c1ccccc1	-17%	3.9	3.3	6.7	-6%	i	5	-0.64	0.63	-0.47	0.95	3.5	1187	0.16	1231	i	-4%
CCCn1c(SCC(=O)c2[nH]c(C)c(C(C)=O)c2C)n[nH]c1=O	13%	.	.	.	5%	.	.	-0.59	-0.25	-0.37	0.7	1.8	1063	-0.63	1406	i	26%
Cc1cccc(N=c2c([N+](=O)[O-])nn(-c3ccc(Cl)cc3)n2O)c1	-20%	0.1	3.5	5.9	-4%	i	1	-0.93	-0.29	-0.1	0.42	-1.0	1051	-0.42	1222	i	-60%
O=C(NCc1nc2ccccc2[nH]1)C1CCCCC1	-14%	3.1	1.2	5.7	16%	i	-34	2.4	0.61	1.6	-1.2	0.2	1527	0.2	1549	i	9%
O=C1CC(c2ccccc2)Cc2nc(N3CCc4ccccc4C3)ncc21 (stereo not given)	25%	3.2	2.3	12	3%	i	-3	1.2	-0.19	-0.54	-0.098	0.1	1343	1.7	1622	i	12%
COCCN1C(=O)C(=O)/C(=C(/O)c2cccc(S(=O)(=O)N(C)C)c2)C12C(=O)N(C)c1ccccc12 (stereo not given)	-9%	2.7	1.5	4.5	15%	i	2	-0.51	-0.22	0.25	0.2	.	.	0.25	1171	i	-4%
Cc1ccc(NC(=O)CCSc2nc(C)cc(C)n2)cc1	-4%	2.9	2.4	6.8	6%	i	-41	-0.14	-0.16	-0.27	1.3	-7.0	1084	.	.	i	-1%
CCCOc1ccc(OCCSc2nnc(N)s2)cc1	-40%	2.1	1.6	6.6	-4%	i	4	-0.57	-0.042	-0.049	1.2	2.8	1109	0.55	798	i	-23%
CC1(C)Oc2ccc(C(=O)N3CCOCC3)cc2N(CC(=O)Nc2ccccc2)C1=O	-10%	6.1	1.8	8.8	-3%	i	-9	-0.99	-0.25	-0.23	1.2	-0.9	1183	-0.27	1115	i	11%
O=C(NN1C(=O)C2C3C=CC(O3)C2C1=O)c1cccc(O)c1 (stereo not given)	-19%	6.0	3.4	9.5	5%	i	4	0.76	-0.27	0.14	-0.33	0.3	1077	0.84	1530	i	11%
Cc1ccc(OCC(=O)NNC(=O)c2ccoc2C)c(Br)c1	12%	3.4	5.5	8.5	-4%	i	7	0.99	-0.22	0.019	-0.35	2.9	948	0.13	1159	i	-10%
CC(=O)Nc1nc(-c2ccc3c(c2)CCO3)cs1	-45%	3.1	2.2	8.0	-9%	i	-31	-0.26	-0.2	0.025	0.32	0.4	1566	.	.	i	-63%
CCOc1ccc(C(=O)CSCC(=O)O)cc1	8%	1.4	2.3	4.5	3%	i	-5	-0.17	-0.33	-0.11	-0.23	-0.4	1094	0.16	1173	i	6%
CC1CCCCN1C(=S)NCc1ccco1 (stereo not given)	-14%	3.4	2.4	5.4	-1%	i	1	-1.8	3.3	-0.26	-0.41	-1.8	1100	-0.57	1461	i	7%
Cc1ccc(-c2cc(C(=O)Nc3nccs3)c3ccccc3n2)c(C)c1	-11%	1.7	2.3	5.4	-2%	i	-7	-0.94	-0.21	-0.29	0.67	0.1	1205	0.47	1440	i	7%
N#Cc1c(/N=C/c2cc3ccccc3s2)sc2c1CCC2	-63%	4.9	1.1	3.4	1%	i	3	1.2	-0.16	0.32	-0.88	-0.1	1121	.	.	i	-71%
CC1CCN(C(=O)Cn2cnc3c(cnn3C(C)(C)C)c2=O)CC1	-48%	3.9	2.7	7.1	1%	i	4	1.3	-0.31	0.15	-0.029	0.7	1118	0.36	1213	i	-35%
CC(CC(=O)Nc1cc([N+](=O)[O-])ccc1Cl)c1ccccc1 (stereo not given)	-22%	0.8	0.9	5.4	6%	i	8	-0.61	-0.18	-0.7	0.15	0.1	885	0.84	1284	i	16%
N#CCC(=O)N1CC2(CC(c3cccc(NC(=O)COc4ccc(Cl)cc4)c3)=NO2)C[C@@H]1C(N)=O (stereo not given in full)	4%	.	.	.	1%	.	.	-0.79	-0.78	-0.61	0.84	-1.9	1204	-0.74	1053	i	14%
Cc1ccc(S(=O)(=O)CCc2nnc(NC(=O)c3cccs3)s2)cc1	-9%	2.9	2.8	4.5	-1%	i	-2	0.63	-0.19	0.4	-0.31	-0.8	980	.	.	i	12%
CCOC(=O)N1CCC(N2Cc3cccc(C(=O)NCc4ccccn4)c3C2=O)CC1	-21%	4.0	1.8	7.8	8%	i	27	-0.51	-0.24	-0.25	0.72	.	.	0.43	926	i	3%
Cc1ccc(C2=CC(C)(c3ccc(C)cc3)Nc3nc(C(F)(F)F)nn32)cc1 (stereo not given)	-11%	3.6	3.9	8.0	9%	i	-17	1.1	-0.25	0.24	-0.35	-0.1	972	.	.	i	-7%
CC(C)Cc1ccc(S(=O)(=O)N2CCOCC2)cc1	12%	1.9	1.5	1.7	-8%	i	-5	-0.31	0.11	-0.13	0.042	-0.4	1085	0.76	793	i	10%
CCN(CC)c1ccc(C(=O)N/N=C/c2ccc(N3CCOCC3)cc2)cc1	10%	1.8	2.5	5.2	1%	i	-5	1.7	-0.12	1.3	0.26	-0.8	1060	3.4*	1828*	i	20%
COc1ccc(C(=O)NNC(=O)CSc2nc3c([nH]2)c(=O)n(C)c(=O)n3C)cc1	-9%	3.3	1.3	6.6	6%	i	-6	0.46	-0.35	-0.068	-0.35	-1.5	1052	-0.14	1593	i	25%
O=C(O)/C=C/c1cn(-c2ccccc2)nc1-c1cccc([N+](=O)[O-])c1	-8%	.	.	.	-5%	.	.	-0.054	0.23	0.091	-0.3	-4.8	1192	-0.07	1317	i	8%
C=CCNC(=S)NNC(=O)COc1ccc2cc(Br)ccc2c1	-49%	5.1	1.2	4.2	-2%	i	0	0.34	-0.32	0.09	-1.4	0.0	1377	-0.95	1385	i	-40%
CNC(=O)c1ccsc1NC(=O)c1ccc(S(=O)(=O)N2CCCc3ccccc32)cc1	45%	5.9	2.7	8.2	0%	i	7	1.7	0.13	2.3	-1.5	2.5	398	-2.3	965	.	21%

High-throughput results from PubChem BioAssay.

The list is partial; the hit share may differ from the screen's.
